# NPY2 pot ag: human NPY-Y2 potentiation or agonism, primary screen; actives 0.45% (n = 220,000); P49146; cells expressing NPY-Y2, potentiator/agonist read-out; activation, % at 3.6 µM; in the data active = activation above about 27%;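 also: cells stimulated with NPY near EC25 plus isoproterenol at EC100; 0% = vehicle plus submaximal agonist and 100% = vehicle plus saturating agonist; some results beyond the cut were filed as inactive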
# Target sequence (P49146 whole entry, looked up): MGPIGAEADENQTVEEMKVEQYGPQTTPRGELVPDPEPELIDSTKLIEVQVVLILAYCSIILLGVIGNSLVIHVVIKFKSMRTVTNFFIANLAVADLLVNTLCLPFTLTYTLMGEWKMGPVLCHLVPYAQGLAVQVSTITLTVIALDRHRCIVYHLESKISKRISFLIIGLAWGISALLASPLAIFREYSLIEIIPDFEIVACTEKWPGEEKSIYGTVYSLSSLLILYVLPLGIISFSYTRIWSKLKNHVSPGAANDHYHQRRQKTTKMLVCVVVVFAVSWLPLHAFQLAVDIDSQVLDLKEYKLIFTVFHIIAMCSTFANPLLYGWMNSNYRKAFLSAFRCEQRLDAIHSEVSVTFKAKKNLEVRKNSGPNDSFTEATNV
# S1P4 ag: activates the human S1P4 receptor; O95977; S1P4-expressing cell line, agonist reporter assay; activation, % at 4.98 µM; actives 0.35% (n = 220,000); AID 1509; in the data active = activation above about 11%;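 also: 0% = DMSO vehicle and 100% = reference agonist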
# TRPN1 ag: zebrafish TRPN1 (NompC) channel agonism. activation, % at 3 µM. HEK293 zebrafish TRPN1-YFP, Fluo-8 calcium fluorescence; 100% = response to 87 µM carbachol. actives 0.18% (n = 220,000);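 active = activation above its plate's cutoff, the mean activation of test wells on that plate plus 3 SD, cut at about 19% in these data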;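 also: 0% = DMSO alone and 100% = 87 µM carbachol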
#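 System: zebrafish TRPN1-YFP in HEK293 cells / Dosing: 3 µM single point / Timing: dye loading 1 h at 37 °C, then 30 min room temperature / Signal: Fluo-8 calcium fluorescence, excitation 470-495 nm, emission 515-575 nm / Read-out basis: percent activation from peak over basal fluorescence ratio, control-normalized / Control set: high carbachol 87 µM, low DMSO alone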
# S1P4 antagonist: blocks the human S1P4 receptor; O95977; S1P4-expressing cells, antagonist mode, reporter read-out; inhibition, % at 4.98 µM; actives 0.26% (n = 220,000); in the data active = inhibition above about 29%;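 also: 0% = wells stimulated with agonist and 100% = vehicle wells without agonist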
# NPY1 pot ag: potentiates or activates human NPY-Y1 receptor | P25929 | NPY-Y1 expressing cells, potentiator/agonist activation | actives 0.37% (n = 220,000) | activation, % at 3.6 µM; in the data active = activation above about 33%, passing the limit was not always enough;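 also: cells stimulated with NPY at EC10 then isoproterenol at EC100; 0% = low agonist plus stimulus and 100% = saturating agonist plus stimulus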
# CHOP inh: blocks CHOP induction under ER stress; inhibition, % at 10 µM; actives 3.8% (n = 220,000); AID 2732; CHO-K1 CHOP-promoter luciferase, tunicamycin-induced, 15-18 h;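 active = compounds that reduced the stress-induced luciferase reporter signal by more than about 70% of percent inhibition, limit read from the data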;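 also: 0% = tunicamycin plus vehicle and 100% = wells without tunicamycin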
# EP2 mod: EP2 receptor (human) modulation; P43116; EP2-expressing cells, cAMP HTRF FRET, PGE2 co-stimulation; induction, % at 25 µM; actives 0.83% (n = 260,000);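 active = compounds whose cAMP rise, as percent of the full-agonist control response, exceeds 60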;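 also: rat C6 glioma line stably carrying human EP2 under a CMV promoter; the protocol text gives 20 µM as final concentration; 100% = response of wells given 1 µM PGE2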
# Target sequence (P43116 whole entry, looked up): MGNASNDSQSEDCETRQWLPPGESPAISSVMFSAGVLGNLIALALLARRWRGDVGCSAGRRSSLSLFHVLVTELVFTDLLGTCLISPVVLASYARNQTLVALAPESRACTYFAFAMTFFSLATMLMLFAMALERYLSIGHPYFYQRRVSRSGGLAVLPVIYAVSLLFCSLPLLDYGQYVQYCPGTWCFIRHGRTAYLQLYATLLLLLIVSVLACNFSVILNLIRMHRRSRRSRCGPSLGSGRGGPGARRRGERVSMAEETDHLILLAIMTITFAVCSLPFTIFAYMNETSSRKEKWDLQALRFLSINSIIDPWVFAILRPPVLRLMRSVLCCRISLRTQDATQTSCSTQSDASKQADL
# TRPML3 agonist: activates the human TRPML3 channel; HEK293 TRPML3-YFP, Fluo-8 calcium fluorescence; 100% = the carbachol control signal; activation, % at 3 µM; actives 0.29% (n = 220,000);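 active = activation above its plate's cutoff, the mean activation of the plate's test wells plus 3 SD, cut at about 12% in these data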;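 also: 0% = DMSO only wells and 100% = carbachol wells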
#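 Test system: HEK293 cells stably carrying human TRPML3-YFP; Doses: single dose, 3 µM final nominal compound, 0.3% DMSO final; Schedule: dye loading 1 h 37 °C then 30 min ambient, 125 s read; Technique: Fluo-8 calcium fluorescence; Benchmarks: high control carbachol 87 µM, low control DMSO.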
# NPY-Y1 antag: blocks the human neuropeptide Y Y1 receptor | HEK293-CNG Y1 cells, membrane potential fluorescence; NPY at EC95, then isoproterenol | AID 1040 | inhibition, % at 3.6 µM | actives 1% (n = 200,000) | P25929;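 active = inhibition above the campaign mean inhibition of all tested compounds plus 3 SD, cut at about 20% in these data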;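 also: 0% = DMSO wells given NPY plus isoproterenol and 100% = isoproterenol alone without NPY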
#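 Assay system: HEK293 Y1/CNG channel cell line; Doses: single compound dose of 3.6 µM, 0.4% DMSO; Timing: dye 3 h, compound 60 min room temperature, stimulation 45 min; Technique: Membrane-potential fluorescent dye readout; Measure: % inhibition of NPY effect.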
# Active calls of the source: *; / = no result given; & = joins results of further samples.
SMILES,NPY2 pot ag,S1P4 ag,TRPN1 ag,S1P4 antagonist,NPY1 pot ag,CHOP inh,EP2 mod,TRPML3 agonist,NPY-Y1 antag
C=CCc1cc(/C=C2/NC(=O)N(CC(=O)OC)C2=O)cc(OC)c1O,2,0.0,0.7,19,2,2,-41,0.0,-4
O=C(COC(=O)C1Cc2ccccc2CN1C(=O)c1ccccc1Cl)Nc1ccc(N2CCOCC2)cc1 (stereo not given),11,1.1,-1.1,3,16,0,26,-0.1,-1
Cc1sc(NC(=O)COc2ccccc2)c(C#N)c1-c1ccccc1,-11,-1.1,0.2,-15,-37,33,17,1.4,3
O=C(NCCc1ccccc1)C1c2ccccc2C(=O)N1Cc1cccs1 (stereo not given),-8,0.7,-2.0,0,10,16,15,-0.3,12
O=C(NCc1cccnc1)C(=O)Nc1ccc([N+](=O)[O-])cc1,-7,-0.5,-0.6,-10,-9,-7,-4,0.7,4
CC12CCC(C(=O)O)(c3nc(C#N)c(C#N)nc31)C2(C)C (stereo not given),1,1.0,0.5,10,-4,5,7,0.7,2
CCn1c(=O)c(C(=O)NCc2ccc(OC)cc2)c(O)c2ccccc21,0,0.4,0.6,0,2,16,62*,0.8,-2
COc1cc([N+](=O)[O-])ccc1NC(=O)NCc1ccco1,15,-1.1,0.6,-11,-7,4,-14,-0.3,1
O=C(Cc1cccs1)Nc1cccnc1,-14,1.6,0.5,2,-16,6,26&8,-0.3,6
COc1ccc(/C=C2\SC(=O)N(CC(=O)NN3CCN(C)CC3)C2=O)cc1OC,-14,-0.2,-0.1,-21,21,-11,-9,1.4,/
CCOC(=O)c1cnc(-n2nc(C)cc2C)nc1Nc1ccccc1OC,-15,0.7,0.1,3,-11,23,43,0.5,0
COc1ccc2c(c1OC)C(=O)OC2Nc1ccccn1 (stereo not given),4,-0.9,0.0,-3,-14,4,14,0.3,6
Cc1nnc(Sc2c(N)n(C)c(=O)[nH]c2=O)s1,-1,0.2,0.0,-11,10,2,8,0.8,-2
Cc1ccc(-c2ccc(SCC(=O)NCC3CCCO3)nn2)cc1 (stereo not given),6,-0.3,-0.9,2,-9,19,2,0.8,6
Cc1ccc(C(=O)NCc2ccc3c(c2)OCO3)cc1N1CCCC1=O,-4,5.6,0.6,-12,-2,12,5,0.6,-1
Cc1nn(CC(=O)N2CCc3ccccc3C2)c(C)c1[N+](=O)[O-],4,-1.9,1.1,-3,5,-11,6,-0.7,-1
COc1cccc(CC2(CO)CCCN(Cc3cn[nH]c3-c3cc(C)ccc3C)C2)c1 (stereo not given),-21,1.1,-0.9,4,-3,-14,-4,0.5,8
Cc1cc(-c2ccccc2)nc2c(Br)c(=O)[nH]n12,-5,0.5,-0.3,-5,-3,16,11,0.6,1
CN1CCN(CCCNC(=O)c2ccc(CSCc3cccc(Cl)c3)o2)CC1,1,1.6,-0.3,-16,-6,10,-13,0.6,0
O=C(NNC(=O)c1cccc(O)c1)Nc1ccc([N+](=O)[O-])cc1,-19,-0.3,1.2,5,11,9,-9,0.5,8
COc1cc(Br)cc(-c2nc3c(c(=O)[nH]c(=O)n3Cc3ccccc3)n2C)c1O,-6,-0.3,1.4,-12,-34,65,21,0.5,5
CC(=O)C1=NN(c2ccccc2)C(c2ccc3c(c2)OCO3)N1c1ccc(N2CCOCC2)cc1 (stereo not given),-7,-0.2,1.4,-21,-2,45,20,0.1,4
Cc1ccccc1NC(=O)C1CC(=O)OC12CCOC(C)(C)C2 (stereo not given),-10,0.2,-0.7,-8,6,9,16,0.3,2
COc1cc(C2C3=C(CC(c4ccco4)CC3=O)Nc3ccccc3N2C(C)=O)cc(OC)c1OC (stereo not given),11,3.6,-0.2,-15,13,-5,-4,-0.7,4
COc1ccc(CCNC(=O)c2ccc3c(=O)n(Cc4ccco4)c(=S)[nH]c3c2)cc1OC,0,1.6,1.1,-2,7,34,1,0.1,4

# More compounds.
SMILES,NPY2 pot ag,S1P4 ag,TRPN1 ag,S1P4 antagonist,NPY1 pot ag,CHOP inh,EP2 mod,TRPML3 agonist,NPY-Y1 antag
CC(C)NC(=O)NS(=O)(=O)c1cnccc1N1CCCCC1,-10,-1.1,0.7,-22,-10,12,20,1.2,-2
Cc1c(Cl)c([N+](=O)[O-])nn1CCCC(=O)NCCc1ccccc1,-3,1.4,-1.1,-12,-2,-17,-22,-0.1,-2
COC(=O)c1ccccc1NC(=O)NCCc1ccccc1OC,-25,0.7,-1.6,-8,-33,-6,-38,-0.3,0
O=C(COc1ccccc1Cl)NC(=S)Nc1cccc(NC(=O)c2ccccc2Cl)c1,-2,1.8,-1.4,10,6,29,-22,-0.7,-1
CCN1CCN(c2cc(C)c3cc(NC(=O)Cc4ccccc4OC)ccc3n2)CC1,-6,1.9,-1.7,-14,9,3,-15,-0.8,3
CCOC(=O)C1(CCCc2ccccc2)CCN(C(=O)[C@@H]2C[C@@H](C)NC(=S)N2)CC1,-2,0.9,-0.2,-14,7,12,-3,0.8,8
Cc1cc(C)cc(NC(=S)NCc2cccnc2)c1,-2,0.1,1.6,-5,17,-5,8,0.1,-1
COc1ccc(S(=O)(=O)N(c2onc(C)c2Cl)S(=O)(=O)c2ccc(OC)cc2)cc1,12,1.7,0.5,-22,7,26,17,0.0,0
O=C(c1cnn2c(C(F)(F)F)cc(-c3cccs3)nc12)N1CCCC1,4,0.9,-0.5,0,-2,2,7,-0.2,/
CCn1cc(/C=N/NC(=O)c2ccc3c(c2)OCO3)cn1,11,0.9,0.3,-11,6,14,0,0.6,1
O=C(CCS(=O)(=O)c1ccccc1)Nc1ccccc1N1CCOCC1,-1,0.3,-1.0,-3,3,-5,21,0.2,8
C/C(=N\NC(=O)c1ccc(NS(=O)(=O)c2cccs2)cc1)c1ccc(O)cc1O,-4,-1.5,-0.7,6,1,24,-28,5.3,/
CCOc1cc(S(=O)(=O)N2CCOCC2)ccc1F,-10,-1.0,0.6,-21,-5,28,24,0.7,-3
CCOC(=O)N1CCN(C(=O)CSc2ccc3nnc(-c4ccncc4)n3n2)CC1,-5,0.8,0.7,-14,-14,-3,-4,1.1,0
O=S(=O)(c1cc(C(F)(F)F)ccc1Cl)N1CCN(c2ccccn2)CC1,-7,1.9,-2.2,-7,0,4,-38,0.7,/
CC1=C(C(=O)OCC2CCCO2)C(c2ccc(F)cc2)NC(=O)N1 (stereo not given),-12,-0.6,-0.5,3,10,2,18,0.6,-4
CCCCNc1oc(-c2ccc(OC)cc2)nc1S(=O)(=O)c1ccccc1,-1,-1.2,-0.5,9,-8,72*,42,0.0,-2
O=C(O)c1cnc(-c2ccccc2)nc1Oc1ccccc1,-2,0.2,0.1,-12,-8,9,25,1.0,3
CCn1c2ccc(F)cc2c2nnc(NN)nc21,-9,0.2,0.8,0,-23,23,2,0.2,-1
CC(=O)Nc1cccc(C(=O)N/N=C/c2cccnc2)c1,-2,0.3,1.6,6,14,15,8,1.0,-3
Cc1[nH]nc2c1C(c1ccc3c(c1)OCO3)C(C#N)=C(N)O2 (stereo not given),14,-2.1,2.2,-5,0,7,-2,1.4,-4
N=c1sccn1CC(=O)NC(=O)NC1CCCC1,0,-0.9,0.4,-21,-1,2,8,1.1,2
O=C(/C(=C(\[O-])c1ccccc1)[n+]1ccc2ccccc2c1)c1ccccc1,-4,1.1,1.7,-14,-17,20,7,0.9,10
Cc1ccc(-c2cn(-c3ccc(OC(F)F)cc3)c3[n+]2CCCCC3)cc1,7,-0.4,-2.4,-1,16,8,-10,-0.2,/
CC(=O)c1ccc2c(c1)C1C=CCC1C(C(=O)O)N2 (stereo not given),-3,0.9,0.1,0,-2,-10,26,-0.5,-5

# Among those listed so far, these contain a thiophene ring, fused or not:
SMILES,NPY2 pot ag,S1P4 ag,TRPN1 ag,S1P4 antagonist,NPY1 pot ag,CHOP inh,EP2 mod,TRPML3 agonist,NPY-Y1 antag
Cc1sc(NC(=O)COc2ccccc2)c(C#N)c1-c1ccccc1,-11,-1.1,0.2,-15,-37,33,17,1.4,3
O=C(NCCc1ccccc1)C1c2ccccc2C(=O)N1Cc1cccs1 (stereo not given),-8,0.7,-2.0,0,10,16,15,-0.3,12
O=C(Cc1cccs1)Nc1cccnc1,-14,1.6,0.5,2,-16,6,26&8,-0.3,6
O=C(c1cnn2c(C(F)(F)F)cc(-c3cccs3)nc12)N1CCCC1,4,0.9,-0.5,0,-2,2,7,-0.2,/
C/C(=N\NC(=O)c1ccc(NS(=O)(=O)c2cccs2)cc1)c1ccc(O)cc1O,-4,-1.5,-0.7,6,1,24,-28,5.3,/

# Additional structures.
SMILES,NPY2 pot ag,S1P4 ag,TRPN1 ag,S1P4 antagonist,NPY1 pot ag,CHOP inh,EP2 mod,TRPML3 agonist,NPY-Y1 antag
CC(OC(=O)C1CC1)C(=O)Nc1ccc([N+](=O)[O-])cc1Cl (stereo not given),-8,1.4,-0.1,-23,-2,2,25,1.0,-2
CCc1nc2ccc(F)cc2c(C(=O)NC2CCCCC2C)c1C (stereo not given),-53,-0.1,-1.2,-14,-82,4,19,-0.9,35*
CCOc1ccc2oc(-c3ccccc3)c(C(=O)N3CCN(CCO)CC3)c2c1,1,4.0,1.9,-16,-15,8,18,1.1,-2
CCOC(=O)C1CCCN(C(=O)CS(=O)(=O)Cc2ccccc2)C1 (stereo not given),10,1.0,1.1,-7,9,-18,6,0.0,-2
CCOC(=O)C1=C(C)N=C2SC(C)C(=O)N2C1c1ccc(OC(C)=O)c(OC)c1 (stereo not given),9,-1.7,-1.1,-5,11,26,9,0.3,-3
Fc1ccc(CNc2ncnc3c2cnn3-c2ccccc2)cc1,-3,-0.7,0.9,15,-8,57,-7,0.0,3
CCc1cccc2c(C(=O)COC(=O)c3ccccc3)c[nH]c12,5,4.4,1.5,-14,11,0,-9,0.3,5
CC(C)(C)NC(=O)CSc1nnc(Cc2ccccc2)n1CC1CCCO1 (stereo not given),-6,-1.6,-1.6,-7,4,-3,3,0.3,12
Cc1cc(C)c2oc(-c3ccc(C)c(NC(=S)NC(=O)c4cccs4)c3)nc2c1,3,0.2,1.5,3,-1,-5,6,0.9,-4
CCOC(=O)C1CCCN(c2c(NCCc3ccccc3)c(=O)c2=O)C1 (stereo not given),2,-1.2,1.5,-6,18,-11,-17,0.6,/
CSc1cnc2c(=O)n(C)c(=O)[nH]c2n1,3,1.3,-0.6,-1,-2,0,2,1.1,3
COc1ccc(C2C(C#N)=C(C)NC3=C2C(=O)CC(C)(C)C3)cc1 (stereo not given),6,-1.2,1.2,-7,9,16,-5,0.8,5
CCn1c(-c2ccsc2)nc2c1c(=O)[nH]c(=O)n2Cc1ccccc1,15,-0.2,-1.5,-11,9,-3,54,0.8,-2

# Compound activity: PubChem, several laboratories
